# Screening results deposited in PubChem by National Center for Advancing Translational Sciences (NCATS).
# USP1 inh: blocks the human USP1/UAF1 deubiquitinase complex; recombinant USP1/UAF1, Ub-Rhodamine cleavage fluorescence; O94782; AID 743255; actives 0.23% (n = 390,000); Potency, µM (doses to about 57.1 µM), without a hit: top-dose activity change, negative = inhibition, actives largely listed as inhibitors; also: % is scaled to controls: 0 for no effect and ±100 for the full control effect; nearly all actives have a fitted effect of over 60% in size; inactives centre near -12
# Target sequence (O94782 whole entry, looked up): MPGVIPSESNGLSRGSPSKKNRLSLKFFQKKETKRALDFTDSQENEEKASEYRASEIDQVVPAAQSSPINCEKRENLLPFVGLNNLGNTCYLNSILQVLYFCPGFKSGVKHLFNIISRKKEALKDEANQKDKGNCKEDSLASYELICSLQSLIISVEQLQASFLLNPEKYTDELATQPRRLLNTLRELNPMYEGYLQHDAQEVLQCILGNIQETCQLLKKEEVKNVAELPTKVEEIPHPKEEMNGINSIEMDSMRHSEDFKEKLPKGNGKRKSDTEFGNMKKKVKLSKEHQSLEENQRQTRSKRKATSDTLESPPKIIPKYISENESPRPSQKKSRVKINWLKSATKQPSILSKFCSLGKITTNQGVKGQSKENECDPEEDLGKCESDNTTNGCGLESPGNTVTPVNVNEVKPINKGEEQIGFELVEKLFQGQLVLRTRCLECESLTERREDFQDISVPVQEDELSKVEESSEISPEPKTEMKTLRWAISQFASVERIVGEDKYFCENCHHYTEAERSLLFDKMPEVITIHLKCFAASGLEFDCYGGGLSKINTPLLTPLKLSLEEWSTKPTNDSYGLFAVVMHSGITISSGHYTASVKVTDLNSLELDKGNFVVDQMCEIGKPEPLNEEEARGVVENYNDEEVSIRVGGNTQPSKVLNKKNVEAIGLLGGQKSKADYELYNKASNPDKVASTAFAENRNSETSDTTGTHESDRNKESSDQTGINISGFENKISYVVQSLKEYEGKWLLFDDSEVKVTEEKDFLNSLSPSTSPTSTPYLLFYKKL
#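 In this screen, compounds sit with the deubiquitinase complex (1nM) for 15 min at room temperature before Ub-Rho is added at 150nM final. Fluorescence rise is then followed for 6 reads every 60 seconds.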
# RXFP1 agonist: activates the human relaxin receptor RXFP1 | Q9HBX9 | HEK293T-RXFP1 cAMP TR-FRET, 30 min; response scale: percent of porcine relaxin response, buffer zero | Potency, µM (titrated, usually from 57.5 µM), for the others: at the top dose activation, actives largely listed as activators | actives 0.3% (n = 370,000) | AID 2676; also: % is scaled to controls: 0 for no effect and ±100 for the full control effect; nearly all actives have a fitted effect of over 60% in size; many of its hits are not listed in these tables
#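 Agonist response is measured as cAMP accumulation in an RXFP1-transfected HEK293T line under PDE4 inhibition. Values are scaled between buffer-only and 29 nM porcine relaxin, and EC50s come from standard Hill equation fits.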
# TrxR1 substrate: substrates of rat thioredoxin reductase 1; O89049; purified TrxR1 substrate turnover, NADPH consumption readout; Potency, µM (titrated, usually from 114 µM), for inactives: at the highest dose activity change, negative = substrate turnover; actives 0.01% (n = 390,000); AID 588456; also: % is scaled to controls: 0 for no effect and ±100 for the full control effect; nearly all actives have a fitted effect of over 50% in size
#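 Rat TrxR1, dispensed at 90 nM, was prereduced with 400 uM NADPH (final) for 5 min at ~22 deg C, then incubated with compound 15 min before 400 uM selenite. A first-read NADPH fluorescence drop versus no-compound background flagged substrates.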
# ALOX12 inh: blocks human arachidonate 12S-lipoxygenase; purified 12hLO, xylenol orange hydroperoxide absorbance; Potency, µM (doses to about 108 µM), for the others: at the top dose activity change, negative = inhibition, usual class: inhibitors; actives 1.1% (n = 580,000); AID 1671190; also: % is scaled to controls: 0 for no effect and ±100 for the full control effect
#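 Hydroperoxide product was detected by ferrous iron/xylenol orange as the 573 to 405 nm absorbance ratio. Arachidonic acid at 40 uM (final) was turned over for 30 min at room temperature by 150 nM human 12hLO, pH 7.0 Hepes buffer, after 15 min compound preincubation.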
# Vif-APOBEC3G blk: blocks the Vif interaction with human APOBEC3G; Q9HC16; HeLa A3G-eYFP + Vif (tagged APOBEC3G with the HIV-1 protein that degrades it), YFP fluorescence, overnight; Potency, µM (series often up to 46.1 µM), for inactives: at the highest dose activity, negative = active, usual class: inhibitors; actives 0.076% (n = 410,000); AID 602310;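 also: % is scaled to controls: 0 for no effect and ±100 for the full control effect; nearly all actives have a fitted effect of over 60% in size; hits raise eYFP signal because A3G escapes Vif-driven loss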
#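 Read-out is eYFP fluorescence (Ex 488/Em 500-530) from Vif-expressing HeLa A3G-eYFP cells; more signal means A3G escaped Vif-mediated degradation. Cells plated overnight, compound pinned in, incubated overnight at 37 deg C.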
# RGS4 inhibitor: blocks human RGS4-accelerated GTP hydrolysis; P49798; Transcreener GDP fluorescence polarization, RGS4-accelerated GTP hydrolysis; Potency, µM (highest dose often 114 µM), without a hit: at the top dose activity change, negative = inhibition, actives largely listed as inhibitors; actives 0.039% (n = 390,000); also: % is scaled to controls: 0 for no effect and ±100 for the full control effect; nearly all actives have a fitted effect of over 75% in size; some results filed as inactive show a strong effect at the top dose
# Target sequence (P49798 whole entry, looked up): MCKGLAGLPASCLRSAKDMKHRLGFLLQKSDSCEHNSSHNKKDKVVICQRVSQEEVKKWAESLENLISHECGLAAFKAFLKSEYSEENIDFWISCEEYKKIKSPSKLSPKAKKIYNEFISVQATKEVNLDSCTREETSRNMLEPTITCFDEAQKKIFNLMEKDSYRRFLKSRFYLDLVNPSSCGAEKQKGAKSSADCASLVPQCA
#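 MLSMR compounds (23 nl, pin-transferred) preincubated 10 min at room temperature with a 500nM (2x) first reagent, then RGS4 at 900nM (2x) plus Transcreener GDP mix added; fluorescence polarization (620/688 nm) read before and after 90 min at 30 °C.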
# Vif-A3F inh: blocks the Vif interaction with APOBEC3F | HeLa A3F-eYFP + Vif (tagged APOBEC3F with the HIV-1 protein that degrades it), YFP fluorescence increase | Potency, µM (doses to about 46.1 µM), for inactives: at the top dose activity, negative = active | actives 0.2% (n = 390,000); also: % of control where 0% means no effect; nearly all actives have a fitted effect of over 65% in size
#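 Fluorescence increase (Ex 488/Em 500-530) after overnight compound treatment at 37 deg C flags inhibition of Vif-driven A3F-eYFP loss in stable HeLa A3F-eYFP/Vif cells seeded overnight beforehand.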
# IDH1 R132H inh: inhibitors of human mutant IDH1 R132H | actives 0.093% (n = 390,000) | IDH1-R132H enzyme, NADPH consumption, diaphorase/resazurin fluorescence | AID 602179 | Potency, µM (series often up to 76.6 µM), inactives show at the highest dose activity change, negative = inhibition, actives largely listed as inhibitors; also: % is scaled to controls: 0 for no effect and ±100 for the full control effect; nearly all actives have a fitted effect of over 65% in size
#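 IDH1-R132H (0.5 ug/mL dispensed) in pH 7.5 Tris buffer was preincubated 30 min with compound, then given a substrate mix of 0.016 mM NADPH and 2 mM alpha-KG for 80 min at room temperature; remaining NADPH was read by diaphorase/resazurin fluorescence.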
# TrxR1 inh: inhibitors of rat thioredoxin reductase 1. O89049. recombinant rTrxR1, NADPH fluorescence consumption, selenite substrate. Potency, µM (top dose mostly 114 µM), for inactives: at the top dose activity change, negative = inhibition, actives largely listed as inhibitors. actives 1% (n = 390,000). AID 588453; also: % is scaled to controls: 0 for no effect and ±100 for the full control effect; nearly all actives have a fitted effect of over 65% in size
#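 Rat TrxR1 (90 nM in the dispensed reagent) was pre-reduced with 400 uM NADPH for 5 min at room temperature, then incubated with compound for 15 min. After 400 uM selenite was added, NADPH fluorescence (Ex 340/Em 450 nm) was followed for 8 min.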
# * hit, by the source's call; ? = inconclusive; / = no result given; [ ] = another dose, or the depositor's remark. Calls follow the shape of the dose curve; as a rule, active = well fitted curve in the direction sought with a large enough effect; inconclusive = small, poorly fitted or top-dose-only effect, or another doubt; inactive = no such curve, though single readings can be large; an effect the other way counts as inactive or inconclusive. Potency is read from the fitted curve at half-maximal effect.
# A first look (5 entries):
compound,USP1 inh,RXFP1 agonist,TrxR1 substrate,ALOX12 inh,Vif-APOBEC3G blk,RGS4 inhibitor,Vif-A3F inh,IDH1 R132H inh,TrxR1 inh
CCOc1ccccc1CNC(=O)CCc1cn(Cc2ccc(Cl)cc2)c2ccccc12,?,4.1%,0%,0%,4%,-9%,2%,10%,8%
COc1ccc(CCNC(=O)Cn2cnc3c(cnn3-c3ccccc3Cl)c2=O)cc1OC,-5%,1.4%,4%,21%,1%,-9%,-3%,1%,25%
CCN(CC)C(=O)NC(c1ccc(C)c(F)c1)C(Cl)(Cl)Cl (stereo not given),-18%,-0.2%,-9%,?,-11%,-29%,-13%,0%,2%
Cc1noc(C)c1C(=O)N(CC(C)C)c1nc2ccccc2s1,-18%,-0.1%,-4%,7%,-7%,-4%,4%,0%,10%
COC(C[C@H](O)C[C@H](O)[C@H](C)OCc1ccccc1)OC,-9%,-0.9%,-7%,-3%,2%,-9%,6%,-16%,-5%

# This part in full, from the start:
compound,USP1 inh,RXFP1 agonist,TrxR1 substrate,ALOX12 inh,Vif-APOBEC3G blk,RGS4 inhibitor,Vif-A3F inh,IDH1 R132H inh,TrxR1 inh
CCOc1ccccc1CNC(=O)CCc1cn(Cc2ccc(Cl)cc2)c2ccccc12,?,4.1%,0%,0%,4%,-9%,2%,10%,8%
COc1ccc(CCNC(=O)Cn2cnc3c(cnn3-c3ccccc3Cl)c2=O)cc1OC,-5%,1.4%,4%,21%,1%,-9%,-3%,1%,25%
CCN(CC)C(=O)NC(c1ccc(C)c(F)c1)C(Cl)(Cl)Cl (stereo not given),-18%,-0.2%,-9%,?,-11%,-29%,-13%,0%,2%
Cc1noc(C)c1C(=O)N(CC(C)C)c1nc2ccccc2s1,-18%,-0.1%,-4%,7%,-7%,-4%,4%,0%,10%
COC(C[C@H](O)C[C@H](O)[C@H](C)OCc1ccccc1)OC,-9%,-0.9%,-7%,-3%,2%,-9%,6%,-16%,-5%
Fc1ccccc1CSc1ncnc2c1ncn2C1CCCCO1 (stereo not given),-5%,/,-1%,18%,-1%,0%,-3%,-8%,-7%
CCOc1ccc(N(CC(N)=O)S(=O)(=O)c2ccc(F)cc2)cc1,-11%,-0.1%,-5%,-14%,-1%,16%,9%,4%,8%[57.1 µM]
CN(C)S(=O)(=O)c1ccc(N/C=C(\[N+](=O)[O-])S(=O)(=O)c2ccccc2)cc1,-21%,4.6%,6%[57.1 µM],-6%,5%,-1%,-1%,-4%,-14%[57.1 µM]
COc1ccccc1NC(=O)Cc1noc(CSc2cccc[n+]2[O-])n1,-8%,-1.2%,4%[57.1 µM],-2%,0%,-15%,4%,5%,21%[57.1 µM]
COc1ccccc1N1C(=O)CSC1=NC(=O)c1ccccc1,-9%,0.1%,-13%,-1%,0%,10%,9%,-7%,4%
COc1ccc(CC(=O)NCCCc2ccccc2)cc1OC,5%,-1.4%,?,14%,5%,-14%,-2%,-4%,-15%
CN1C(C)(C)CC(NC(=O)CCC(=O)NC2CC(C)(C)N(C)C(C)(C)C2)CC1(C)C,6%,/,-3%,0%,1%,1%,2%,-3%,13%

# Other results follow.
compound,USP1 inh,RXFP1 agonist,TrxR1 substrate,ALOX12 inh,Vif-APOBEC3G blk,RGS4 inhibitor,Vif-A3F inh,IDH1 R132H inh,TrxR1 inh
O=c1[nH]c(Cc2ccc(F)cc2)nc2scc(-c3ccc(F)cc3)c12,-15%,?,-6%,?,-1%,?,-1%,2%,-11%
CCOc1ccc(C(=O)COC(=O)Cn2cnc3c2c(=O)n(C)c(=O)n3C)cc1,-4%,19%,-8%,-26%,1%,8%,-6%,-1%,2%
CCOC(=O)N1CCC(Nc2c(NCCCN(CC)c3cccc(C)c3)c(=O)c2=O)CC1,-15%,-0.2%,-14%,-7%[57.4 µM],6%,11%,-5%,1%,-15%
CCN(CC)CCn1c2ccccc2c2cnc(N)c(C#N)c21,-9%,1.7%,63%[activator],-19%,4%,5%,-3%,-3%,-9%
CCOC(=O)CNC(=O)COc1ccc(Cl)cc1Br,-15%,0.8%,2%,-26%,0%,-1%,2%,1%,5%
CCC(C)c1ccccc1NC(=O)C(C)N(C)Cc1cccc(OC)c1 (stereo not given),-32%,-1.0%,-3%,-22%,0%,13%,-45%,13%,7%
CC1CCCCN1C(=O)CN1C(=O)CN(C)C(=O)c2ccccc21 (stereo not given),3%,2.4%,-3%[57.1 µM],2%,1%,-2%,-1%,1%,-3%
CCOC(=O)C1CCN(S(=O)(=O)c2c(C)noc2C)CC1,-5%,0.4%,6%,355%[activator],-9%,12%,2%,0%,14%
COc1cccc(CN2CCN(Cc3cccn3-c3cccnc3)CC2CCO)c1 (stereo not given),-11%,1.1%,2%,-1%,0%,7%,-5%,-8%,17%
O=S(=O)(O)c1nc2ccccc2[nH]1,-2%,0.4%,2%,?,0%,14%,-2%,1%,13%
COc1ccc(NS(=O)(=O)c2cccc(C(=O)NN=Cc3ccc(OC)c(O)c3)c2)cc1,-2%,/,6%[11.4 µM],10%,1%,-10%,-7%,-2%,21%[11.4 µM]
Cc1nnc(SCC(=O)Nc2ccccc2NC(=O)CSc2nnc(C)s2)s1,-4%,0.1%,7%[57.1 µM],90%[activator],2%,-1%,-2%,0%,10%[57.1 µM]

# (list continues)
compound,USP1 inh,RXFP1 agonist,TrxR1 substrate,ALOX12 inh,Vif-APOBEC3G blk,RGS4 inhibitor,Vif-A3F inh,IDH1 R132H inh,TrxR1 inh
COc1ccc(NC(=O)Cn2nc(C(F)(F)F)c3c2CCCC3)c(OC)c1,-24%,1.7%,-3%,-23%,0%,-6%,0%,2%,-3%
CCOc1cccc2c1OC1(C)CC2NC(=O)N1Cc1ccccc1 (stereo not given),-2%,0.5%,5%,-1%,1%,61%[activator],-26%,-3%,27%
CC(=O)c1cc(CN2CCC(N3CCC(C(=O)N4CCCC4)CC3)CC2)cs1,-6%,-1.5%,-11%[57.1 µM],-1%,-5%,-17%,2%,8%,27%[57.1 µM]
COc1cc(/C=C(/C#N)C(=O)Nc2cc(C(F)(F)F)ccc2Cl)ccc1OCC(=O)Nc1cccc(C(F)(F)F)c1,-18%,/,1%,-8%,-1%,18%,-12%,-4%,-14%
O=C(O)c1ccc(NC(=O)c2cn(-c3ccccc3)nc2-c2ccc(Cl)cc2)cc1,?,-1.0%,5%[57.1 µM],?,0%,-46%,-31%,-4%,19%[57.1 µM]
c1ccc(-n2cnc3ccccc32)cc1,-24%,0.8%,4%,3%,1%,9%,1%,4%,25%
COc1cccc(C(=O)NCCC2=CCCCC2)c1,-5%,1.4%,-8%,-9%,1%,25%,1%,4%,-9%
CSc1ccccc1NC(=O)Nc1cccc(Cl)c1Cl,-16%,-1.1%,7%[57.1 µM],-3%,1%,-17%,-13%,2%,7%[57.1 µM]
CC1=CN2C(=NC(=O)CC2(C)C(=O)N(CC(=O)NC2CCCC2)c2ccccc2C)C=C1 (stereo not given),-7%,5.0%,474%[activator],0%,1%,-43%[56.9 µM],3%,-1%,36%[activator]
CCn1c(SCC(=O)Nc2ccc(OC)c(OC)c2)nc2c(c1=O)SCC2,-9%,-0.7%,-3%,13%,1%,7%,2%,3%,4%
Cc1cccc(N2CCN(C(=O)CCCn3c(=S)[nH]c4cc5c(cc4c3=O)OCO5)CC2)c1C,-4%,-0.1%,-6%,0%,2%,-6%,-4%,-5%,-7%
CCCn1ncc(CN2CCC(C(=O)Nc3cccc(-c4cccc(F)c4)c3)CC2)c1C,-4%,0.2%,-2%,0%,2%,17%,1%,23%,-1%

# Ordered by number of heavy atoms (low to high): 5 of the compounds above.
compound,USP1 inh,RXFP1 agonist,TrxR1 substrate,ALOX12 inh,Vif-APOBEC3G blk,RGS4 inhibitor,Vif-A3F inh,IDH1 R132H inh,TrxR1 inh
CCOc1cccc2c1OC1(C)CC2NC(=O)N1Cc1ccccc1 (stereo not given),-2%,0.5%,5%,-1%,1%,61%[activator],-26%,-3%,27%
CCn1c(SCC(=O)Nc2ccc(OC)c(OC)c2)nc2c(c1=O)SCC2,-9%,-0.7%,-3%,13%,1%,7%,2%,3%,4%
O=C(O)c1ccc(NC(=O)c2cn(-c3ccccc3)nc2-c2ccc(Cl)cc2)cc1,?,-1.0%,5%[57.1 µM],?,0%,-46%,-31%,-4%,19%[57.1 µM]
CCCn1ncc(CN2CCC(C(=O)Nc3cccc(-c4cccc(F)c4)c3)CC2)c1C,-4%,0.2%,-2%,0%,2%,17%,1%,23%,-1%
Cc1cccc(N2CCN(C(=O)CCCn3c(=S)[nH]c4cc5c(cc4c3=O)OCO5)CC2)c1C,-4%,-0.1%,-6%,0%,2%,-6%,-4%,-5%,-7%

# These rows are one share of the data; rates above refer to the full screens.
